# Bioassay records from PubChem.
# 14-3-3 PPI – 14-3-3 gamma protein interaction modulation; P61981; FP, 14-3-3gamma / TMR-pS259-Raf peptide binding; inhibition, % at 40 µM; 0.19% of 160,000 active; AID 422; in the data active means inhibition above about 30%;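 further: 0% = protein plus tracer without compound and 100% = blank with tracer alone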
# Target sequence (P61981 whole entry, looked up): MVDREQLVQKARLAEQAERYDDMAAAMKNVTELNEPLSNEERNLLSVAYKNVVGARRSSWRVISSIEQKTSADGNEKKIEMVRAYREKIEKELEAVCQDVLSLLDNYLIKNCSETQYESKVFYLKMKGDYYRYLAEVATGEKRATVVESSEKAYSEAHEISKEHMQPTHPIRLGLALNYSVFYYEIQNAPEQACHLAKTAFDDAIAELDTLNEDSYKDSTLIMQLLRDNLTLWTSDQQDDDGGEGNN
# * marks the source's active call; other numbers are inactive results; & = joins results of further samples.
Structure | 14-3-3 PPI
Cc1cccc(CN2C(=O)CSc3ccc(C(=O)NCc4ccccc4)cc32)c1 | 6
Cc1ccc(CSCC(=O)NC2CCCCCC2)cc1 | 0
CN1C(=O)CC(N2CCN(c3ccccc3)CC2)C1=O (configuration not stated) | 1
CCOC(=O)c1c[nH]c2ccc(C(=O)OC)cc2c1=O | -12
Cc1ccc(N2C(=O)c3ccc(C(=O)NC(C)C)cc3C2=O)cc1C | -11
Cc1ccc(C(NC(=O)N2CCOCC2)=C(Cl)Cl)cc1F | -3
COc1cccc(Oc2nc3c(c(=O)n(C)c(=O)n3C)n2Cc2ccccc2Cl)c1 | -5
Nc1nc(OCc2ccccc2)c2[nH]cnc2n1 | -8
CCOC(=O)c1sc(=S)n(-c2cc(Cl)ccc2OC)c1N | -6
CCC(=O)N1CCc2cc(S(=O)(=O)NCc3ccccc3Cl)ccc21 | -3
Cc1cc(OC(=O)C2CC(=O)N(c3ccc4ccccc4c3)C2)c(C(C)C)cc1NC1=NS(=O)(=O)c2ccccc21 (configuration not stated) | 2
Cc1ccc(S(=O)(=O)/N=C(\CN2CCOCC2)N2CCCC2)cc1 | -7
CC(=O)N1C(=O)NC2NC(=O)N(C(C)=O)C21 (configuration not stated) | 9
CCCCn1c(=NC(=O)c2cccc([N+](=O)[O-])c2)c(C(=O)OCC)cc2c(=O)n3ccccc3nc21 | -6
Cc1ccc2c(c1)Cc1nc3ccccc3nc1-2 | -23
CCS(=O)(=O)NCCc1csc(-c2ccccc2)n1 | -2
CC1=CCN(S(=O)(=O)c2ccccc2)S(=NS(=O)(=O)c2ccccc2)C1 (configuration not stated) | -7
COc1ccccc1-c1nc(-c2ccccc2)c(-c2ccccc2)[nH]1 | 0
CC1=CC(C)(C)N(C(=O)CN2C(=O)C3CCCCC3C2=O)c2ccccc21 (configuration not stated) | -8
O=C1CSC(c2ccc([N+](=O)[O-])cc2)N1CCc1ccccc1 (configuration not stated) | -4
O=C(CCCCn1c(=O)c2ccccc2n(CC(=O)NC2CCCC2)c1=O)NC1CCCC1 | -10
Cc1ccc(NC(=O)CN(C)S(=O)(=O)c2cccs2)c(Br)c1 | -8
C=CCn1c(SCC(=O)NCCN2CCOCC2)nc2sc(C)c(C)c2c1=O | -8
COc1ccc(Oc2c(C)oc3cc(OC(=O)N4CCOCC4)ccc3c2=O)cc1 | -3
O=C1C=C(C(F)(F)F)c2ccc(NC3CCCCC3)c3cccc1c23 | 131*
COc1ccc2c(c1)CCc1sc(N=Cc3ccc(C)cc3)nc1-2 | 0
Cc1cccc(C(=O)Nc2sc3c(c2C(=O)Nc2ccccc2)CCC3)c1 | -28
CCOC(=O)C1=C(C)Nc2ncnn2C1c1ccccc1Cl (configuration not stated) | 3
Cn1c(=O)n(CCN2CCOCC2)c(=O)c2c1nc1n2CCCN1c1ccccc1 | -1
CC1CCN(c2ncnc3c2sc2nc(N4CCOCC4)c4c(c23)CCCC4)CC1 | -1
O=c1c2ccccc2n(Cc2cccc([N+](=O)[O-])c2)c(=O)n1CCc1ccc(Cl)cc1 | 0
COc1ccc2oc(=O)c(C(=O)N3CCc4ccccc4C3)cc2c1 | -3
CCOC(=O)Cc1nnc2c(Nc3ccccc3F)nc3nonc3n12 | -2
Cc1ccc(C(=O)NCc2ccco2)cc1[N+](=O)[O-] | 7
CC1(C)CC(=O)C(CCC(=O)c2ccccc2)C(C)(C)N1 (configuration not stated) | -5&1
CCN(CC(=O)Nc1ccc(S(N)(=O)=O)cc1)S(=O)(=O)c1cc(C)ccc1OC | 0
CCOC(=O)CSc1ccc(C(=O)NC2CCCCCC2)cc1[N+](=O)[O-] | -3
Cn1c(=O)c2c(nc(N3CCOCC3)n2Cc2cccc(C(F)(F)F)c2)n(C)c1=O | -6
CCOC(=O)c1c(NC(=O)c2ccc(N(C)C)cc2)sc2c1CCC2 | 6
COC(=O)C1=C(NC(=O)c2cccc(OC)c2)CCS1 | 0
COc1ccc(C2CC(=O)C3=C(C2)NC(C)=C(C(=O)OCc2ccccc2)C3c2ccncc2)cc1 (configuration not stated) | 23
O=C(Nc1ccccc1C(F)(F)F)c1cc(S(=O)(=O)NCc2ccco2)ccc1F | 3
Brc1ccc(-c2nc(-c3ccccn3)no2)o1 | 8
COC(=O)c1ccc(NC(=O)C2CC(=O)N(CCc3ccccc3)C(=Nc3cccc(Cl)c3)S2)cc1 (configuration not stated) | 0
CCCSc1nc(N2CCCCC2)c2c(c1C#N)CCCC2 | 4
Oc1ccccc1-c1nc2c3c4c(sc3ncn2n1)CCCCC4 | -18
CCOCC(=O)Nc1nnc(C2CCCCC2)s1 | 0
COc1ccc(Cl)cc1-n1c(N)c(C(N)=O)sc1=S | 5&1
Cc1cccc(S(=O)(=O)Nc2cccc(-c3cn4c(C)cccc4n3)c2)c1 | -33
Cc1ccc(C(=O)N2CCN(c3ccccn3)CC2)cc1 | -5
COc1ccc2c(c1OC)C(=O)N1C2SC[C@H]1C(=O)NC1CC(C)(C)NC(C)(C)C1 (some centres not stated) | -4
COc1cc(C2NC(C(=O)O)Cc3[nH]cnc32)cc(Br)c1OCc1ccccn1 (configuration not stated) | -47
CCN1CCCC1CNC(=O)Cn1cnc2sc(C)c(S(=O)(=O)N3CCOCC3)c2c1=O (configuration not stated) | -8
CCOc1cccc2c1OC(c1cccc(F)c1)N1N=C(c3ccc(C)o3)CC21 (configuration not stated) | -257
O=C1c2ccccc2C(=O)c2cc(I)ccc21 | 16
O=C(CSc1nnnn1-c1cccc2ccccc12)N1CCCc2ccccc21 | 1
Cc1cccc(NC(=O)CCCn2c(=S)[nH]c3ccsc3c2=O)c1 | -4
COc1ccc(CCN2CC(C(=O)NCc3ccco3)CC2=O)cc1OC (configuration not stated) | 2
Cc1cc(NC(=O)c2cccc(COc3ccc(Br)cc3)c2)no1 | -9
CN1CCN(c2oc(-c3ccc(Cl)cc3)nc2C#N)CC1 | 10

# Next section.
Structure | 14-3-3 PPI
CCOc1ccc(-c2nc(CSCC(=O)N3CCN(C(=O)c4ccco4)CC3)c(C)o2)cc1 | -10
N#Cc1c(-c2ccco2)cc(-c2ccccc2)nc1SCC(=O)Nc1ccc(Br)cc1 | -83
O=C1Nc2ccc(S(=O)(=O)Nc3ccc([N+](=O)[O-])cc3)c3cccc1c23 | -11
O=C(Nc1cccc2ccccc12)c1c(O)c2ccccc2[nH]c1=O | -5
CC(C)n1c(CN2CCN(C)CC2)nc2c1c(=O)n(C)c(=O)n2C | 6
COC(=O)C1=C(N)N(c2cccc(C(F)(F)F)c2)C2=C(C(=O)CCC2)C1c1ccc(Br)cc1 (configuration not stated) | -11
COc1cccc(-c2nn(C)c3sc(C(=O)Nc4cc(Cl)ccc4OC)cc23)c1 | 6
COc1ccccc1N=Cc1ccc(-c2ccc([N+](=O)[O-])cc2Cl)o1 | -1
Cn1cnnc1SCC(=O)Nc1ccc2nc(SCc3ccccc3)sc2c1 | -2&-15
CN(C)c1cccc(NC(=O)NC2CCS(=O)(=O)C2)c1 (configuration not stated) | 0
COCCn1c(SCC(=O)N2CCCC2)nc2cc(C(=O)OC)ccc2c1=O | -4
COc1ccc([N+](=O)[O-])cc1NC(=O)CCN1C(=O)c2ccccc2C1=O | 2
O=C(c1ccccc1Br)N(C1CCCCC1)C1CCCCC1 | -1
CCOC(=O)C1CCN(C(=O)c2cc3nc(-c4ccc(Cl)cc4)cc(C(F)(F)F)n3n2)CC1 | 0
O=C(CCCCCn1c(=S)[nH]c2cc3c(cc2c1=O)OCO3)N1CCN(c2cccc(C(F)(F)F)c2)CC1 | -5

# Some of the entries above in a different format:
14-3-3 PPI	canonical_smiles
1	O=C(CSc1nnnn1-c1cccc2ccccc12)N1CCCc2ccccc21
-4	Cc1cccc(NC(=O)CCCn2c(=S)[nH]c3ccsc3c2=O)c1
2	COc1ccc(CCN2CC(C(=O)NCc3ccco3)CC2=O)cc1OC (configuration not stated)
-9	Cc1cc(NC(=O)c2cccc(COc3ccc(Br)cc3)c2)no1
10	CN1CCN(c2oc(-c3ccc(Cl)cc3)nc2C#N)CC1
-10	CCOc1ccc(-c2nc(CSCC(=O)N3CCN(C(=O)c4ccco4)CC3)c(C)o2)cc1
-83	N#Cc1c(-c2ccco2)cc(-c2ccccc2)nc1SCC(=O)Nc1ccc(Br)cc1
-11	O=C1Nc2ccc(S(=O)(=O)Nc3ccc([N+](=O)[O-])cc3)c3cccc1c23
-5	O=C(Nc1cccc2ccccc12)c1c(O)c2ccccc2[nH]c1=O
6	CC(C)n1c(CN2CCN(C)CC2)nc2c1c(=O)n(C)c(=O)n2C
-11	COC(=O)C1=C(N)N(c2cccc(C(F)(F)F)c2)C2=C(C(=O)CCC2)C1c1ccc(Br)cc1 (configuration not stated)
6	COc1cccc(-c2nn(C)c3sc(C(=O)Nc4cc(Cl)ccc4OC)cc23)c1
-1	COc1ccccc1N=Cc1ccc(-c2ccc([N+](=O)[O-])cc2Cl)o1
-2&-15	Cn1cnnc1SCC(=O)Nc1ccc2nc(SCc3ccccc3)sc2c1
0	CN(C)c1cccc(NC(=O)NC2CCS(=O)(=O)C2)c1 (configuration not stated)

# Next structures follow:
smiles | 14-3-3 PPI
CN1CCN(Cc2nc3c(c(=O)n(C)c(=O)n3C)n2CCCc2ccccc2)CC1 | 0
Cc1ccc(/C(O)=C2\C(=O)C(=O)N(CCN3CCOCC3)C2c2cccs2)cc1 (configuration not stated) | -7
c1ccc(-n2nnc3ccccc32)nc1 | 2
COc1ccc(S(=O)(=O)N2CCN(c3ncnc4c(-c5ccccc5)nsc34)CC2)cc1 | -8
Cc1ccc(NC(=O)c2ccc([N+](=O)[O-])cc2)c(Br)c1 | -21
Cc1ccc(C)c(N2CCN(C(=O)C3CCCN(S(=O)(=O)c4c(C)noc4C)C3)CC2)c1 (configuration not stated) | 2
O=C(CCN1CCCCC1)Nc1ccc(OC(F)(F)Cl)cc1 | -4
COc1ccc(C(=O)Nc2c3c(nn2C(C)(C)C)CS(=O)C3)c(OC)c1 (configuration not stated) | -4
CCCCN(CC)S(=O)(=O)c1ccc(F)c(C(=O)Nc2cccc(F)c2)c1 | -9
O=[N+]([O-])c1ccc(-c2nc(Nc3ccc(I)cc3)c3ccccc3n2)cc1 | 2
CC1=C(C(=O)Nc2nc3ccccc3s2)C(c2cc([N+](=O)[O-])ccc2Cl)C2=C(CC(C)(C)CC2=O)N1 (configuration not stated) | 1
O=C1C2CC=C(Cl)CC2C(=O)N1CCN1CCOCC1 (configuration not stated) | -5
Cc1ccc(OCC(=O)Nc2ccc(S(=O)(=O)Nc3ncccn3)cc2)cc1 | -12
NC(=O)c1cc2cc(Br)ccc2oc1=Nc1ccc(Oc2ccccc2)cc1 | 0
c1ccc(-c2nc3cnccn3c2Nc2ccc3c(c2)OCCO3)cc1 | 1
COc1ccccc1OCC(=O)O | 0
CCc1nc(SCC(=O)Nc2ccc(C(=O)O)cc2)n[nH]1 | 0
CCCCc1nc2n[nH]c(N)c2c2c1CCCC2 | -4
COc1ccc(NC(=O)CN2C(=O)c3cccc4cccc(c34)C2=O)cc1 | -3
Brc1ccc2oc3c(N4CCOCC4)ncnc3c2c1 | -5
O=C1CC(c2cccc(Oc3ccccc3)c2)NC(=O)N1 (configuration not stated) | 0
Cc1ccc(NC(=O)c2cccc(C(=O)OC(C)C)n2)c(Br)c1 | -3
CCCOc1ccc(C2C(=O)N(C3CCCCCC3)CC(=O)N2Cc2ccc3c(c2)OCO3)cc1OC (configuration not stated) | 3
CC(=O)N1CCc2cc(Br)cc(S(=O)(=O)N3CCCCCC3)c21 | 3&-8
CCN(C(=O)CCS(=O)(=O)c1ccc2c(c1)CCN2C(C)=O)c1ccc(C)c(C)c1 | 3
O=C(CC1(O)C(=O)Nc2ccc(Cl)cc21)c1cccc([N+](=O)[O-])c1 (configuration not stated) | -2
O=C(CSc1nc2ccc([N+](=O)[O-])cc2s1)c1cccc2ccccc12 | -11
Cc1ccc(-c2nn3c(C)nnc3s2)cc1NC(=O)c1ccc(OC(C)C)cc1 | -2
COc1ccc(CCNC(=O)CSc2nc(-c3ccco3)cc(C(F)(F)F)n2)cc1 | -2
Cc1onc(-c2ccccc2Cl)c1C(=O)OCC(=O)Nc1ccc2c(c1)OCO2 | -9
CCOC(=O)C1CCc2nc3ccccc3c(=O)n21 (configuration not stated) | -1
COc1ccc(C2C(C(=O)NCc3ccccc3OC)c3ccccc3C(=O)N2Cc2ccc(F)cc2)cc1 (configuration not stated) | 0
CCCn1c(=S)[nH]c2cc(C(=O)O)ccc2c1=O | -10
CC(C)(C)c1ccc(C(=O)NCC(=O)OCC(=O)c2ccc([N+](=O)[O-])cc2)cc1 | 1
COc1ccc(OC)c(N=Cc2c(O)[nH]c3ccccc23)c1 | -10
CCOC(=O)c1cccc(NC(=O)c2cccs2)c1 | -10
Cc1ccc(-n2cnnn2)cc1N | -3
Cc1csc(NC(=O)C2CCCO2)n1 (configuration not stated) | -6
O=C1CSC(c2cccnc2)N1c1cccc(F)c1 (configuration not stated) | 0
O=[N+]([O-])c1ccc(N2CCCC2)cc1Sc1nc2ccccc2[nH]1 | -10
CCOCCCNC(=O)c1ccc2c(c1)NC(=O)C(N1CCCC1)S2 (configuration not stated) | -12
Cc1ccc(CNC(=O)CSc2nc3ccsc3c(=O)n2Cc2ccccc2F)cc1 | 2
COCCN1C(=O)c2oc3cc(C)c(C)cc3c(=O)c2C1c1cccc(O)c1 (configuration not stated) | -5
CCCc1nc2oc(C(=O)c3ccccc3)c(N)c2c2c1COC(C)(C)C2 | -2
O=C(Nc1cccc(-c2nc3cc(Cl)ccc3o2)c1)c1ccccc1Br | -361
COC(=O)C1=CN(Cc2cccs2)C=C(C(=O)OC)C1c1cccc(Cl)c1 | 6
C=CCn1c(SCc2nc3ccccc3nc2C)nnc1-c1ccoc1C | -9
N#Cc1c(C(F)(F)F)cc(-c2cccs2)nc1SCC(=O)Nc1ccccc1 | -46
CN(C)c1ccc2[nH]c(=S)n(CC3CCCO3)c(=O)c2c1 (configuration not stated) | -13
CC1CCCN(S(=O)(=O)c2ccc(C(=O)Nc3nnc(-c4ccc(F)cc4)o3)cc2)C1 (configuration not stated) | -16
O=C(O)CCN1C(=O)SC(Nc2ccccc2)C1=O (configuration not stated) | -6
Cc1ccc(S(=O)(=O)N(CC(O)CN2CCOCC2)c2cc(Cl)ccc2Cl)cc1 (configuration not stated) | -6
COC(=O)C(Cc1c[nH]c2ccccc12)NC(=O)COc1ccc2c(C)cc(=O)oc2c1 (configuration not stated) | -7
COc1ccc(CNC(=O)c2cc3c(=O)n4ccccc4nc3n(Cc3cccnc3)c2=N)cc1 | 1

# An excerpt; count on the stated rates, not on these rows.
